IMPase Li inh = IMPase inhibition in cells with lithium potentiation. CHO-M1 cells, IP1 TR-FRET (IP-One), carbachol + lithium. Potency, µM (titrated, usually from 59.4 µM), inactives show at the top dose activity, negative = IMPase inhibition, actives largely listed as inhibitors. actives 0.35% (n = 210,000). AID 1457;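 also: IP1 builds up when IMPase is blocked and the TR-FRET signal falls; potency is read from the fitted curve at half-maximal effect; plate controls were basal vehicle for no effect and high inhibitor control for full effect; nearly all actives have a fitted effect of over 50% in size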
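Test compounds were applied to CHO-M1 cells previously cultured for 16–30 h at 2000 per well. A small lithium amount accompanied them; after 30 min at 37C, IP1 was quantified by TR-FRET.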
Lamin A splicing = LMNA splicing modulation; HeLa LMNA splicing GFP/RFP minigene ratio, 48 h; Potency, µM (titrated, usually from 46.1 µM), inactives show at the highest dose ratio change, negative = inhibition, actives largely listed as inhibitors; actives 0.01% (n = 200,000); AID 1487; active = well fitted inhibition curve with a large enough effect in the signal ratio, with a control signal flat, not every such curve was filed as active; inconclusive = small, poorly fitted or top-dose-only effect, or effect the other way, or a change in a side signal; the % refers to the signal ratio; also: potency is read from the fitted curve at half-maximal effect; % is scaled to controls: 0 for no effect and ±100 for the full control effect
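S3 HeLa cells stably expressing lamin A-EGFP splicing minigene plus DsRed2, 600 cells/well, 48 h compound exposure at 37C. Laser-scanning cytometry; analysed as GFP (500-530 nm)/RFP (575-640 nm) total intensity ratio; 0.5% DMSO vehicle.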
SMN2 splice up = increases expression of the SMN2 splice variant; HEK293 SMN2-luciferase splicing reporter, luminescence, 30-36 h; Potency, µM (series often up to 46.1 µM), for inactives: at the top dose activity change, positive = activation, most hits filed as activators; actives 2.8% (n = 210,000); AID 1458; also: potency is read from the fitted curve at half-maximal effect; % of control where 0% means no effect; nearly all actives have a fitted effect of over 55% in size
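HEK293 cells carry an SMN2 […]–luciferase reporter in which exon 7 inclusion puts luciferase in frame. Cells were plated 10-12 h before compound addition, then incubated 30-36 h at 37C. ONE-Glo luminescence was read; sodium butyrate at 4.5 mM final served as control.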
HTT aggregate = mutant huntingtin aggregation inhibition | PC12 HttQ103-GFP aggregates, Acumen cytometry, 40 h | Potency, µM (top dose mostly 46.1 µM), for the others: top-dose activity change, negative = inhibition, usual class: inhibitors | actives 1.1% (n = 220,000) | AID 1688; also: potency is read from the fitted curve at half-maximal effect; % is scaled to controls: 0 for no effect and ±100 for the full control effect; nearly all actives have a fitted effect of over 60% in size
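Read-out: GFP aggregate count by laser scanning cytometer (488 nm excitation, 500-530 nm emission, 1–25 µm objects >6 SD above background). Cells: PC12, inducible HTTex1-Q103-GFP, 100 nM tebufenozide; compounds titrated.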
CBFb-RUNX1 inh = blocks binding between human CBF-beta and RUNX1; Q01196+Q13951; AlphaScreen CBFb-His/RUNX1-biotin binding, biochemical; Potency, µM (top dose mostly 59.8 µM), for the others: at the top dose activity, negative = inhibition, hits mostly inhibitors; 230,000 tested, under 10 active; AID 1477; also: % of control where 0% means no effect
Target sequence (Q01196 whole entry, looked up): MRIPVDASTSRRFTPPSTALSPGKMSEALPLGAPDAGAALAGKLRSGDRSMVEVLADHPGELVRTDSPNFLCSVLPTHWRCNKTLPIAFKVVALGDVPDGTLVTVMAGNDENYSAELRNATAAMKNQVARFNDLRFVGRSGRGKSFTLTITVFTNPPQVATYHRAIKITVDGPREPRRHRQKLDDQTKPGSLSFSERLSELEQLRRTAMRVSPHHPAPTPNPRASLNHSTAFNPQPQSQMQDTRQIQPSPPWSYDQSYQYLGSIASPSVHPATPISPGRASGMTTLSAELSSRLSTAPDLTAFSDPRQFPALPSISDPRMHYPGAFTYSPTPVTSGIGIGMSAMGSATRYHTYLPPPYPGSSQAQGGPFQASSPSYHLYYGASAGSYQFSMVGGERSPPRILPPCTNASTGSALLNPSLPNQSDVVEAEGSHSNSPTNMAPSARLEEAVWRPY
Target sequence (Q13951 whole entry, looked up): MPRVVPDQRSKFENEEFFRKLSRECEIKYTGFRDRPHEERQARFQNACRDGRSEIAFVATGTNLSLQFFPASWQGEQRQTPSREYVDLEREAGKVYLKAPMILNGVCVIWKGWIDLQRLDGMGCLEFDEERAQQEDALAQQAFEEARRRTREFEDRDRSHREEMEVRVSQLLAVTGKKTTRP
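AlphaScreen proximity signal reports loss of binding between His-tagged CBF-beta and biotin-labelled RUNX1, each at 30 nM. Proteins are pre-associated for 20 minutes, compounds added for 15 minutes, then beads for 90 minutes, all at ambient temperature.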
KinaseGlo FLuc = Kinase-Glo luciferase inhibition (counter-screen). Kinase-Glo luciferase, ATP luminescence, 8 min. Potency, µM (highest dose often 38.3 µM), without a hit: top-dose activity change, negative = inhibition, actives largely listed as inhibitors. Q27757. actives 0.28% (n = 200,000). AID 1379; also: potency is read from the fitted curve at half-maximal effect; % is scaled to controls: 0 for no effect and ±100 for the full control effect; nearly all actives have a fitted effect of over 60% in size
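Recombinant Kinase-Glo luciferase, 10 uM ATP (linear range), luciferin; imidazole pH 7.2 / KCl / MgCl2 / Tween / BSA buffer; 8 min RT; luminescence.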
HTT cytoprotect = cytoprotection in Huntington HTT-Q103 PC12 cell model | actives 0.14% (n = 230,000) | AID 1471 | PC12 HTT-Q103 induced, cytoprotection, ATP luminescence, 40 h | Potency, µM (doses to about 56.4 µM), for inactives: cytoprotection (ATP increase), most hits filed as activators;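 also: potency is read from the fitted curve at half-maximal effect; % of control where 0% means no effect; nearly all actives have a fitted effect of over 45% in size; toxic huntingtin expression switched on by the ecdysone agonist tebufenozide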
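Readout: ATPlite luminescence (ATP level). Model: stable PC12, inducible Htt exon1 Q103-GFP. Inducer: tebufenozide, 100 nM final. Compounds: dose series. No G418 in medium.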
Numbers without * were called inactive; ? = inconclusive; nt = no result given; & = joins results of further samples; [ ] = another dose, or the depositor's remark. Unless noted, calls follow the shape of the dose curve; as a rule, active = well fitted curve in the direction sought with a large enough effect; inconclusive = small, poorly fitted or top-dose-only effect, or another doubt; inactive = no such curve, though single readings can be large; an effect the other way counts as inactive or inconclusive.

smiles | KinaseGlo FLuc | Lamin A splicing | HTT aggregate | CBFb-RUNX1 inh | HTT cytoprotect | IMPase Li inh | SMN2 splice up
O=C(Nc1ccccc1N1CCN(c2ccccc2)CC1)C1CCCCC1 | 0% | -5% | 20% | 3% | -2% | 12%[38.3 µM] | -2%
O=C(CNC(=O)c1ccc(F)cc1)N/N=C/c1cn[nH]c1-c1ccccc1 | 2% | -4% | -18% | 2% | 7%[10 µM] | -5% | -17%
CCC(=O)Nc1ccc(C(=O)NNC(=O)Cc2ccccc2)cc1 | 1% | -5% | -1% | -2% | 5%[10 µM] | -4% | 9%
O=C(NC(=S)Nc1ccc(CN2CCOCC2)cc1)c1ccc([N+](=O)[O-])cc1 | 2% | -14% | 19% | -18% | 4%[1.9 µM] | 3% | -9%
O=C(NCc1ccc(OC(F)(F)F)cc1)C12CN(Cc3ccccc3)CC1C(c1cccc([N+](=O)[O-])c1)=NO2 (stereo not given) | 2% | -10% | 11% | 4% | 1%[10 µM] | 5% | 12%
O=C(COC(=O)C(Cc1ccccc1)NC(=O)c1ccco1)NC1CC1 (stereo not given) | 20% | 1% | -2% | -1% | 17% | 22%[38.3 µM] | -18%
Cc1nc2ccc(NC(=O)N3CCOCC3)cc2s1 | -3% | 10% | 3% | 5% | -25%[0.074 µM] | 15%[38.3 µM] | 21%
O=C(Nc1nnc(SCc2c(Cl)cccc2Cl)s1)C1CCCO1 (stereo not given) | -5% | 20% | 28% | 5% | -6% | 17%[38.3 µM] | 6%
Cc1cccc(NC(=O)C2CC(=O)OC23CCCC3)c1 (stereo not given) | 1% | 1% | -6% | -13% | 11%[10 µM] | 1% | 4%
O=C(Nc1ccc(Cl)c(C(F)(F)F)c1)c1ccncc1 | -1% | nt | 9%[9.22 µM] | -2% | 14%[10 µM] | 6% | nt
O=C(COC(=O)/C=C/c1cccc(F)c1)NNC(=O)c1ccccc1 | -1% | 0%[9.22 µM] | -5% | 0% | -37%[inhibitor] | -3% | -26%
Cc1ccc(-c2cc(C(=O)Nc3ccc(S(=O)(=O)Nc4onc(C)c4C)cc3)c3ccccc3n2)cc1 | 9% | nt | 27% | -28% | ? | 21% | 27%
COc1ccc(-n2c(Cc3cccn3C)nnc2SCC(=O)NCc2ccc(F)cc2)cc1 | 6% | -6% | 32% | -2% | -17%[10 µM] | 8% | 5%
CC(C)(C)[C@H]1C=C(C(N)=O)O[C@@H](OCCCCO)C1 | nt | nt | 16%[9.22 µM] | 3% | -5%[10 µM] | nt | nt
NC(=S)N/N=C/c1ccc(C(F)(F)F)cc1 | -1% | ? | 31% | -2% | -13%[10 µM] | -8% | -27%
CCOC(=O)CN1C(=O)N[C@@H](c2ccccc2)C(C(C)=O)=C1C | 0%&0% | -6% | -4% | -4%&2% | 19% | -4%&5% | 13%&-33%
CC(C)c1ccc2c(c1)CCC1C(C)(C(N)=O)CCCC21C (stereo not given) | 0% | ? | nt | nt | nt | -1% | 0%
C/C(=N\NC(=O)c1ccc(CN2CCOCC2)cc1)c1cccc([N+](=O)[O-])c1 | 2% | ? | -1% | 7% | -28%[10 µM] | 8% | -24%
O=C(Nc1ccccc1)Nc1nc2ccccc2s1 | -1% | ? | -1%[9.22 µM] | 0% | -23%[10 µM] | 3% | nt
CC(CCc1ccccc1)NC(=O)COC(=O)c1ccccc1O (stereo not given) | nt | nt | 11% | 4% | -2% | ? | nt
N#CCc1nc(-c2cc3ccccc3oc2=O)cs1 | -2% | -7%[46 µM] | -19% | -3% | 6% | -3% | -11%
Cc1ccc(S(=O)(=O)N2CCN(c3nc(C(C)C)c4c(c3C#N)CC(C)(C)OC4)CC2)cc1 | -5% | ? | 18% | -8% | -9%[10 µM] | 22%[38.3 µM] | -30%[inhibitor]
COc1cc(-c2cc(=O)c3c(O)c(OC)c(OC)c(O)c3o2)ccc1O | nt | nt | 3%[9.22 µM] | ? | -9%[10 µM] | -1% | nt
Cc1c(C(=O)NCc2ccccn2)oc2ccc(S(=O)(=O)N3CCOCC3)cc12 | 4% | 9% | -21% | 4% | ? | 23%[38.3 µM] | -10%
COc1ccc2oc(C(=O)OCC(=O)NCCN3C(=O)CSC3=O)c(C)c2c1 | 0% | -1% | -32% | 0% | -1%[10 µM] | 1% | 8%
CN(C(=O)COC(=O)c1cnc(Cl)c(Cl)c1)C1CCS(=O)(=O)C1 (stereo not given) | 6% | -1%[46 µM] | 0% | 3% | -2% | 4% | -4%
O=C(Nc1nccs1)c1cc(-c2ccccc2)nn1-c1ccccc1 | -4% | -2% | 16% | -7% | nt | -29% | 1%
O=C(NCc1cccnc1)C1CC(=O)N(c2ccc(Cl)cc2)C1 (stereo not given) | -1% | -9% | -26% | -6% | -1%[0.074 µM] | 38%[activator][38.3 µM] | -2%
COC(=O)Nc1ccc(S(=O)(=O)N2CCCC(C(=O)N3CC(C)OC(C)C3)C2)cc1 (stereo not given) | nt | nt | -14%[9.22 µM] | 3% | -3%[10 µM] | -1% | nt
Cc1cc(C)cc(NC(=O)CCN2CCCC2)c1 | 2% | 19%[46 µM] | -7%[9.22 µM] | 4% | 11%[10 µM] | 3% | nt

Overlap with the part before: two compounds, then new ones.
smiles | KinaseGlo FLuc | Lamin A splicing | HTT aggregate | CBFb-RUNX1 inh | HTT cytoprotect | IMPase Li inh | SMN2 splice up
COC(=O)Nc1ccc(S(=O)(=O)N2CCCC(C(=O)N3CC(C)OC(C)C3)C2)cc1 (stereo not given) | nt | nt | -14%[9.22 µM] | 3% | -3%[10 µM] | -1% | nt
Cc1cc(C)cc(NC(=O)CCN2CCCC2)c1 | 2% | 19%[46 µM] | -7%[9.22 µM] | 4% | 11%[10 µM] | 3% | nt
O=C1CC(N(CCc2ccccc2)C(=S)Nc2ccccc2)C(=O)N1c1ccccc1 (stereo not given) | 1% | ? | ? | 4% | -7%[10 µM] | 5% | 4%
CC1CN(c2oc(Cc3cccc4ccccc34)nc2C#N)CC(C)O1 (stereo not given) | -2% | 5% | -14% | ? | -16%[0.074 µM] | 0%[38.3 µM] | -10%
CCCCC(=O)NCc1ccc(F)cc1 | 7% | -7% | 10% | 6% | 6%[0.074 µM] | 8% | 0%
COc1ccc(C(=O)n2cnc(N)n2)cc1 | -4% | -2% | -5% | 9% | -14% | 18%[38.3 µM] | 7%
COc1ccc(C(=O)COC(=O)c2cc(S(=O)(=O)NCc3ccccc3)ccc2O)cc1 | 5% | -9%[46 µM] | -19% | -13% | 14% | 3% | 1%
COc1cc(OC)cc(-c2nc3ccccc3c(=O)n2NC(=O)c2cccnc2Cl)c1 | -3% | -4% | 19% | -2% | -12%[10 µM] | 2% | -1%[1.84 µM]
CC(=O)Nc1cccc(Cl)c1C(=O)O | -4% | 1% | 3% | -1% | -36% | 5%[38.3 µM] | -28%
Cc1cccc(-c2cc3nc(C)cc(NCCCN(C)C)n3n2)c1 | -4% | -20% | -8% | 8% | -5%[1.9 µM] | 12%[38.3 µM] | 15%
COc1ccc(/C(C)=N/N=C(N)N)c(O)c1 | nt | nt | -5%[9.22 µM] | 5% | 6%[10 µM] | nt | nt
Cc1nn(CC(=O)Nc2ccc3c(c2)nc(CCN2CCCCC2)n3C)c(=O)c2ccccc12 | -4% | ? | 14% | -2% | 21% | 40%[38.3 µM] | 19%
CC(=O)Nc1ccc(NC(=O)COC(=O)c2c3c(nc4ccccc24)CCN(Cc2ccccc2)C3)cc1 | nt | ? | 4µM* | -6% | 6%[10 µM] | nt | nt
COc1ccc(C(=O)NNC(=O)c2ccccc2[N+](=O)[O-])cc1[N+](=O)[O-] | -1% | nt | nt | 5% | nt | 10% | -3%
O=C(Oc1ccc2c(c1)O/C(=C\c1ccncc1)C2=O)c1ccccc1 | -1% | -1% | 6% | 1% | 2%[1.9 µM] | 11% | 13%
CCCCCCSC1=C(C#N)C(c2ccc(C)o2)CC(=O)N1 (stereo not given) | -1% | -21% | -7% | 4% | 3% | 33%[activator][38.3 µM] | 6%
Nc1ccccc1N1CCN(C(=O)c2ccccc2)CC1 | 0% | -9% | -6% | 12% | -5%[10 µM] | 6% | -2%
CC(C)[C@H]1CN=C2N(CCNC(=O)CCC3CCCCC3)[C@H](Cc3ccc(O)cc3)CN21 | nt | nt | 0%[9.22 µM] | 2% | -18%[10 µM] | 9% | nt

In the list so far, seven contain fluorine.
smiles | KinaseGlo FLuc | Lamin A splicing | HTT aggregate | CBFb-RUNX1 inh | HTT cytoprotect | IMPase Li inh | SMN2 splice up
O=C(CNC(=O)c1ccc(F)cc1)N/N=C/c1cn[nH]c1-c1ccccc1 | 2% | -4% | -18% | 2% | 7%[10 µM] | -5% | -17%
O=C(NCc1ccc(OC(F)(F)F)cc1)C12CN(Cc3ccccc3)CC1C(c1cccc([N+](=O)[O-])c1)=NO2 (stereo not given) | 2% | -10% | 11% | 4% | 1%[10 µM] | 5% | 12%
O=C(Nc1ccc(Cl)c(C(F)(F)F)c1)c1ccncc1 | -1% | nt | 9%[9.22 µM] | -2% | 14%[10 µM] | 6% | nt
O=C(COC(=O)/C=C/c1cccc(F)c1)NNC(=O)c1ccccc1 | -1% | 0%[9.22 µM] | -5% | 0% | -37%[inhibitor] | -3% | -26%
COc1ccc(-n2c(Cc3cccn3C)nnc2SCC(=O)NCc2ccc(F)cc2)cc1 | 6% | -6% | 32% | -2% | -17%[10 µM] | 8% | 5%
NC(=S)N/N=C/c1ccc(C(F)(F)F)cc1 | -1% | ? | 31% | -2% | -13%[10 µM] | -8% | -27%
CCCCC(=O)NCc1ccc(F)cc1 | 7% | -7% | 10% | 6% | 6%[0.074 µM] | 8% | 0%

Source: PubChem (National Center for Advancing Translational Sciences (NCATS))

Compounds as they come, and some 4% of all compounds hit somewhere here.
